# Screening results (PubChem)
# C2C12 statin – protects C2C12 myotubes from simvastatin toxicity. 0.78% of 330,000 active. rescue of ATP level, % at 7.49 µM. ATP luminescence, 48 h; scaled: DMSO 0, geranylgeraniol control 100. AID 602340;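 active = mean ATP rescue above about 67%, or every replicate alone reaching that limit, limit read from the data, passing the limit was not always enough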;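 also: myotubes were challenged with 10 µM simvastatin during compound exposure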
# PGC1a acetyl inh – lowers PGC1a acetylation signal in U2OS cells. AID 651687. 0.17% of 350,000 active. inhibition, % at 15.6 µM. AlphaScreen anti-acetyl-lysine; with virally co-expressed GCN5 acetyltransferase;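 active = every replicate shows inhibition of at least 40%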;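 also: 0% = neutral control wells and 100% = positive control wells; some results beyond the cut were filed as inactive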
# Cneo AK release – Cryptococcus neoformans lysis via adenylate kinase release; 0.2% of 360,000 active; C. neoformans lysis, adenylate kinase release luminescence, 4 h; normalised: neutral wells 0, clomiphene wells 100; AID 651654; lysis activity, % at 15 µM;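 active = mean lysis activity across replicates of at least 80%, whatever share of replicates individually reach that level; inactive = mean lysis activity below 80%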
#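 Material – log-phase Cryptococcus neoformans yeast cells · Input – 5 × 10^6 yeast cells/mL · Medium – fresh YPD growth medium · Doses – single compound concentration per well · Timing – static 4 h at 37 °C with compound, 1 h detection · Detection – adenylate kinase release luminescence · Read-out – signal increase indicating cell lysis · Control set – Clomiphene as positive lysis control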
# Numbers without * were called inactive. These rows are one share of the data, so the mix of outcomes need not match the whole.
SMILES,C2C12 statin,PGC1a acetyl inh,Cneo AK release
Cc1ccc2c(c1)c1c(n2CC(O)Cn2c(C)nc3ccccc32)/C(=N\O)CCC1 (centres undefined),26,-9,0
Cc1ccc(NC(=O)c2nnn(CC(=O)Nc3ccccc3)c2N)cc1C,-8,-3,0
COc1ccccc1CNC(=O)C1COc2ccccc2O1 (centres undefined),1,-12,2
Cc1cccc(C)c1NC(=O)CS(=O)CC(=O)NC1CCCc2ccccc21 (centres undefined),-2,-7,0
Cc1c(CCC(=O)N2CCC[C@H]2C(=O)O)c(=O)oc2cc3oc4c(c3cc12)CCCC4,-4,9,0
CCOC(=O)COc1c(-c2ccc(OC)cc2)oc2ccccc2c1=O,7,-16,-2
COc1ccc(C(=O)NC2CC3CCCC(C2)N3CC(C)C)cc1OC (centres undefined),6,7,0
CN(C)S(=O)(=O)c1ccc(C(=O)N2CCOCC2)cc1,-8,-1,-2
CC1CN(CC(O)COc2ccccc2C(C)(C)C)CC(C)O1 (centres undefined),1,-6,-1
O=C(c1cccc(N2CCCC2=O)c1)N1CCN(c2ccccc2)CC1,-7,3,-3
CCc1cccc(CC)c1NC(=O)CSc1nnc(C(C)C)n1CC,30,6,-1
Cc1ccc(-c2nc3cc(NC(=O)C(C)C)ccc3o2)cc1C,1,-8,-1
CCCCOC(=O)c1ccc(NC(=S)NC(=O)c2c(Cl)cnn2CC)cc1,-14,-12,1
Cc1ccccc1CN(c1ccc(C(=O)NCCC2=CCCCC2)cc1)S(C)(=O)=O,4,1,-1
CCOC(=O)C1=C(C)NC(=O)NC1c1ccc(OCCO)c(OC)c1 (centres undefined),-3,45,0
CN(C)S(=O)(=O)N1CCN(C(=O)c2cccc(Br)c2)CC1,3,-4,3
Cc1cc(C)nc(N/C(=N\S(=O)(=O)Cc2ccccc2)Nc2cccc(Cl)c2C)n1,-18,3,6
Cc1ccc(-c2csc(N3CCN(c4cc5c(cc4Cl)nc(-c4ccncc4)n5CCOCCO)CC3)n2)cc1,-1,-7,2
Nc1c(N(C(=O)Nc2ccc(Cl)c(Cl)c2)C2CCCC2)c(=O)[nH]c(=O)n1Cc1ccccc1,-47,1,-2
CCC(C)(C)C(=O)Nc1ncc(S(=O)(=O)c2ccc([N+](=O)[O-])cc2)s1,21,-32,0
COc1ccc(-c2nn(-c3ccccc3)cc2/C=N/NC(=O)c2ccc(Br)o2)cc1,-70,-2,-2
CC(/C=C/c1ccc2c(c1)OCO2)=N/NC(=O)CNc1ccc(C)cc1,-11,-1,-1
O=C(c1ccccc1)n1ccn(-c2ccccc2)c1=S,3,-1,-3
CC1=NN(c2nc(C)cc(C)n2)C(=O)C1CCC(C)C (centres undefined),7,11,5
O=C1CC(=C2c3ccccc3-c3ccccc32)C(=O)N1CCN1CCN(c2cccc(Cl)c2)CC1,-9,-4,0
Cc1ccc(Oc2coc3cc(OC(=O)c4cccs4)ccc3c2=O)cc1,2,-21,0
CCn1c(=O)n(CC)c2cc(S(=O)(=O)N3CCOCC3)ccc21,12,-3,9
CC(C)(C)Nc1nc(SCc2ccccc2)nc(N2CCOCC2)n1,-3,-7,-1
COc1ccc(S(=O)(=O)Cc2ccc(C(=O)NCCCN(C)c3ccccc3)o2)cc1,-4,-23,-2
COc1ccc(CCC(=O)Nc2nc3ccccc3[nH]2)cc1,4,-13,0

# 2 entries from above in another layout:
# Results follow in this order: C2C12 statin, PGC1a acetyl inh, Cneo AK release
CC1=NN(c2nc(C)cc(C)n2)C(=O)C1CCC(C)C (centres undefined)
    7, 11, 5
O=C1CC(=C2c3ccccc3-c3ccccc32)C(=O)N1CCN1CCN(c2cccc(Cl)c2)CC1
    -9, -4, 0

# (list continues)
SMILES,C2C12 statin,PGC1a acetyl inh,Cneo AK release
CCOC(=O)c1ccc(-n2[nH]c(-c3ccccc3)cc2=O)cc1,-7,11,3
O=C(Oc1ccc2ccc(OC(=O)N3CCOCC3)cc2c1)N1CCOCC1,4,-4,-4
C=CCn1c(-c2cccn(Cc3ccc(Cl)cc3)c2=O)n[nH]c1=S,6,-2,2
COc1ccc(C2OC(=O)c3ccccc3S2)cc1 (centres undefined),-2,-5,-1
CCCCC(=O)N(CCOC)c1nnc(-c2ccc(OC)cc2)s1,-13,3,0
CCOC(=O)CSc1nc(-c2ccc(OC)cc2)ns1,9,-4,-1
COc1ccc(-c2csc(-n3ncc(-c4cccs4)c3N)n2)cc1,-17,-7,-1
COc1cccc(NC(=S)/C(=C(\[O-])c2ccc(C)c([N+](=O)[O-])c2)[n+]2ccccc2)c1,-5,5,0
O=C(Nc1ccccc1)OCCOc1ccccc1,-5,10,-1
CCOC(=O)CSc1nc2ccc(NC(C)=O)cc2s1,0,5,0
c1ccc(Cc2nn3c(C4COc5ccccc5O4)nnc3s2)cc1 (centres undefined),48,-17,-1
O=C(c1ccc(Cl)c(S(=O)(=O)NCc2ccco2)c1)N1CCN(c2ccccc2F)CC1,5,-5,0
CCC(C)n1nccc1NC(=O)C(C)OC(=O)c1cc2ccccc2[nH]1 (centres undefined),23,-11,1
Cc1cccc(Sc2c([N+](=O)[O-])ncn2C)n1,-1,7,0
CCCc1c(O)nc(SCCN(CC)CC)n(C(=O)c2ccccc2)c1=O,-4,0,4
CCc1ccc2[nH]cc(C(=O)OCCOC)c(=O)c2c1,3,-4,0
COC(=O)c1sccc1NC(=O)c1cc(OC)c(OC)c(OC)c1,-25,-7,-1
CCNC(=O)N1c2ccc(OCC)cc2C(C)=CC1(C)C,-1,-2,1
CCCCn1nnc(NC(=O)c2cc3ccccc3o2)n1,-2,-4,-2
O=C(CSCC(=O)OCn1nnc2ccccc2c1=O)Nc1ccc(Cl)cc1,-5,-4,-3
COc1ccc(NC(=O)c2ccco2)c(OC)c1,-6,9,-3
CCOC(=O)c1c(-c2ccc(C)cc2)csc1NC(=S)NC(=O)c1ccccc1,-52,-2,-2
COC(=O)C(Cc1cnc[nH]1)NC(=O)C1CCC(=O)N1 (centres undefined),-5,-4,0
Cc1cc(S(=O)(=O)N2CCC(NC(=O)C34CC5CC(CC(C5)C3)C4)CC2)ccc1-n1cnnn1,4,7,2
CCNC(=S)Nc1cccc(Cl)c1C,3,8,1
Clc1ccc(-c2nnc3sc(Cc4cccs4)nn23)cc1,-2,-6,1
CN(Cc1ccco1)C(=O)c1ccc(N2CCCC2=O)cc1,-5,2,2
Cc1cc(-n2nc(C)cc2C)nc(N)n1,2,0,0
CCCN1Cc2cccc(C(=O)NCc3cccs3)c2C1=O,23,-1,0
O=C(c1cccc(Cl)c1)N(Cc1cccs1)C1CCS(=O)(=O)C1 (centres undefined),3,-12,0
CC(OC(=O)CNC(=O)c1ccc2c(c1)OCO2)C(=O)NCCC1=CCCCC1 (centres undefined),-3,6,2
CCOC(=O)C1CCCN(S(=O)(=O)c2ccc(C)cc2)C1 (centres undefined),7,-2,-1
CCOc1ccc(-c2nnc(-c3ccco3)o2)cc1OCC,-3,-23,4
Cc1ccc(S(=O)(=O)NCCC(=O)Nc2ccc3c(c2)OCO3)cc1,-7,0,-4
O=C(N/C(=C\c1ccc(Br)cc1)c1nc2ccccc2[nH]1)c1ccco1,-35,-8,1
CCOc1ccc(NC(=O)CN(C)CC(=O)NC2CCCc3ccccc32)cc1OCC (centres undefined),-10,0,2
Cc1cc(C)n(-c2ccc(C(=O)OCC(=O)Nc3ccc(S(=O)(=O)N4CCCCC4)cc3)cc2)n1,-1,0,2
COc1ccc(OC)c(N/C=C2/CCCCC2=O)c1,-15,-6,-3
CCc1nn2c(N3CCOCC3)cc(C)nc2c1-c1ccc(F)cc1,56,-20,-1
COc1ccc(C2/C(=C(\O)c3ccc4c(c3)OCCO4)C(=O)C(=O)N2CCCN(C)C)cc1 (centres undefined),4,-4,2
CCOc1[nH]n(-c2ccc(Cl)cc2)c(=O)c1C=Nc1ccc(OC)cc1,-7,-1,-1
CCC(=O)c1ccc(OCC(O)CN2CCN(c3ccc(F)cc3)CC2)cc1 (centres undefined),20,-4,-2
COc1ccc(C(=O)c2ccc(N(C)C)cc2)c2ccccc12,-62,0,0
O=C(Cc1ccc(S(=O)(=O)N2CCCC2)s1)Nc1nc2c(s1)CCCC2,-5,-7,0
CCC1(C)Cc2c(sc3c2c(=O)n(-c2ccccc2)c(=O)n3C)CO1 (centres undefined),15,-1,1

# Random excerpt: 7 entries already listed.
SMILES,C2C12 statin,PGC1a acetyl inh,Cneo AK release
O=C(N/C(=C\c1ccc(Br)cc1)c1nc2ccccc2[nH]1)c1ccco1,-35,-8,1
CCC(=O)c1ccc(OCC(O)CN2CCN(c3ccc(F)cc3)CC2)cc1 (centres undefined),20,-4,-2
Cc1ccc(S(=O)(=O)NCCC(=O)Nc2ccc3c(c2)OCO3)cc1,-7,0,-4
CCC1(C)Cc2c(sc3c2c(=O)n(-c2ccccc2)c(=O)n3C)CO1 (centres undefined),15,-1,1
COc1ccc(C(=O)c2ccc(N(C)C)cc2)c2ccccc12,-62,0,0
O=C(Cc1ccc(S(=O)(=O)N2CCCC2)s1)Nc1nc2c(s1)CCCC2,-5,-7,0
COc1ccc(C2/C(=C(\O)c3ccc4c(c3)OCCO4)C(=O)C(=O)N2CCCN(C)C)cc1 (centres undefined),4,-4,2

# (continued)
SMILES,C2C12 statin,PGC1a acetyl inh,Cneo AK release
CCOC(=O)c1ccc(N2C(=O)c3n[nH]c(C)c3C2c2cccnc2)cc1 (centres undefined),9,8,2
CN(C)C(CNC(=O)CN1C(=O)NC2(CCc3ccccc32)C1=O)c1ccco1 (centres undefined),6,0,-2
Cn1nc(C(=O)Nc2ccc(S(=O)(=O)N3CCCC3)cc2)ccc1=O,-21,-12,2
O=C(NCCNC(=O)C(c1ccccc1)c1ccccc1)c1ccco1,10,4,-2
CCOC(=O)c1cc(C(C)(C)C)oc1CN,0,1,-2
CCOC(=O)CN1C(=O)C(O)(c2c(C)[nH]c3ccccc23)c2ccccc21 (centres undefined),10,-1,1
COc1ccc(C(=O)NC(C(=O)NCc2ccccn2)C(C)C)cc1 (centres undefined),136*,5,-1
CC(C)C(=O)NC(c1ccco1)c1c(O)ccc2ccccc12 (centres undefined),14,-15,9
CC(=O)NC(CCS(C)(=O)=O)C(=O)Nc1ccccc1Cl (centres undefined),10,2,-3
CN1CCCN(C(=O)c2cc(=O)[nH]c3ccccc23)c2nc3ccccc3nc21,23,0,0
CCOc1cc(S(=O)(=O)N(Cc2ccccc2)Cc2ccccc2)c(OCC)cc1-n1cnnn1,10,-47,-1
Clc1ccc(/C=N/NC(=Nc2ccccc2)c2ccccn2)c(Cl)c1,11,-7,-9
COCCNC(=O)c1ccccc1NC(=O)C1COc2ccccc2O1 (centres undefined),13,3,2
COC(=O)C(O)(CC(=O)Nc1ccccc1OC)C(F)(F)F (centres undefined),3,7,-2
Cc1cc(-c2ccccc2)nc(SCC(=O)c2cccc([N+](=O)[O-])c2)n1,-21,8,-1
CCOc1ccc(NC2C=CS(=O)(=O)C2)cc1 (centres undefined),-3,-3,-2
NS(=O)(=O)c1ccc(N2N=C(c3ccc(Br)cc3)CC2c2ccc(F)cc2)cc1 (centres undefined),22,-11,-1
Cc1cccn2c(=O)c3cc(C(=O)NC4CCCC4)c(=N)n(C4CCCC4)c3nc12,-24,0,3
CCSc1nnc(NC(=O)c2cccnc2Cl)s1,-8,8,0
CCOC(=O)c1c(C)[nH]c(C(=O)COC(=O)c2ccc(F)c(S(=O)(=O)N3CCOCC3)c2)c1C,-7,-6,2
CC1CCC(=C(C#N)C(=O)Nc2cccc(Cl)c2)CC1 (centres undefined),-14,1,0
COCCNS(=O)(=O)c1ccc2c(c1)C(=O)c1cc(S(=O)(=O)NCCOC)ccc1-2,3,4,3
Cc1ccc2nc(/C(C#N)=C\c3ccc(OC(=O)c4cccs4)cc3)[nH]c2c1,-161,10,0
COc1cc(OC)c(N(C)C(=O)CCNC(=O)Cn2cnc3ccccc3c2=O)cc1Cl,17,-6,0
CNCCOCC(O)CSc1ccccc1 (centres undefined),10,-3,2
COc1ccc(Cc2nnc(N)s2)cc1,10,0,-2
CCOc1ccc(OC(=O)c2ccc3c(=O)n4c(nc3c2)CCC4)cc1,8,-86,-8
CCc1cccc(NC(=O)c2snc3c(=O)[nH]cnc23)c1,12,1,-4
CC1(C)CC(=O)C2=C(C1)OC(N)=C(C#N)[C@@]21C(=O)N(CC(N)=O)c2ccccc21,9,-5,1
COc1ccc(NC(=O)N2CCCC2)cc1OC,11,-7,2
COc1ccccc1CNC(=O)c1ccccc1NS(C)(=O)=O,-34,-1,-3
Nc1cc(C(=O)c2ccccc2)ccc1N1CCOCC1,-5,15,3
COc1cc(C2C(C#N)=C(N)N(Nc3ccccc3)C3=C2C(=O)CC(C)(C)C3)ccc1OCc1ccccc1 (centres undefined),-15,-4,1
Cc1cccc(C)c1NC1=NC(=S)N(c2ccc(N(C)C)cc2)C1(C)C,-10,0,-1
Nc1[nH]nc2nc(NCc3ccccc3)c3c(c12)CCN(Cc1ccccc1)C3,12,-10,4
COc1cc(C2N=C(c3ccccc3)NO2)cc(Br)c1O (centres undefined),2,-8,-1
CN1CCc2c(sc(N)c2C(N)=O)C1,26,-9,1

# Part of the list above with just Cneo AK release and PGC1a acetyl inh:
Compound,Cneo AK release,PGC1a acetyl inh
Cc1ccccc1CN(c1ccc(C(=O)NCCC2=CCCCC2)cc1)S(C)(=O)=O,-1,1
CCOC(=O)C1=C(C)NC(=O)NC1c1ccc(OCCO)c(OC)c1 (centres undefined),0,45
